Bioassay records deposited in PubChem BioAssay by several laboratories.
STAT1 blocker: reduces IFN-gamma driven STAT1 reporter signal | inhibition, % at 5.5 µM | NIH 3T3 STAT1-luciferase reporter, luminescence | hit rate 0.35% among 200,000;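 active means inhibition above a set limit, the mean inhibition across all tested compounds plus 3 SD, cut at about 34% in these data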;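 further: 0% = IFN-gamma with DMSO and 100% = IFN-gamma with 300 µM nifuroxazide; values of inactives mirror those of a sister screen read the other way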
STAT3 inh: reduces IL-6 driven STAT3 reporter signal; U3A cells, IL-6 STAT3-luciferase reporter, luminescence; host cell line lacks STAT1; inhibition, % at 5.5 µM; hit rate 0.89% among 190,000; AID 862;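 active means inhibition above the mean inhibition across all screened compounds plus 3 SD, cut at about 44% in these data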;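 further: 0% = DMSO only wells and 100% = 100 µM nifuroxazide control wells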
bIAP activator: increases bovine intestinal alkaline phosphatase activity; activation factor at 20 µM; hit rate 0.17% among 200,000; AID 1016; purified bovine IAP, CDP-star luminescence, 30 min; active compounds read high; fold of DMSO-control signal, blank-subtracted;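 active means activation factor of 2 or more at 20 µM, a signal rise over negative controls twice the positive control's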
PPARg SRC-3 ag: agonists of human PPARgamma SRC-3 coactivator recruitment | P37231 | biochemical PPARgamma/SRC-3 coactivator recruitment assay | activation, % at 8 µM | hit rate 0.26% among 200,000; in the data active means activation above about 23%;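 further: 0% = DMSO and 100% = reference agonist; some compounds past the cut are filed as inactive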
PPARg SRC-2 ag: PPARgamma-driven SRC-2 recruitment agonism | PPARgamma LBD-SRC-2 recruitment, biochemical | activation, % at 8 µM | hit rate 0.34% among 200,000 | AID 1032; in the data active means activation above about 22%;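 further: 0% = vehicle and 100% = reference agonist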
TNAP act hiacc: increases human TNAP activity under high phosphate acceptor concentration. AID 1136. 200,000 tested, under 10 active. purified TNAP, CDP-star luminescence, 1 M DEA, 30 min; active compounds read high; 0 = EDTA background, 1 = DMSO-only activity. activation factor at 20 µM. P05186;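 active means activation factor at least 2 at 20 µM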
Target sequence (P05186 whole entry, looked up): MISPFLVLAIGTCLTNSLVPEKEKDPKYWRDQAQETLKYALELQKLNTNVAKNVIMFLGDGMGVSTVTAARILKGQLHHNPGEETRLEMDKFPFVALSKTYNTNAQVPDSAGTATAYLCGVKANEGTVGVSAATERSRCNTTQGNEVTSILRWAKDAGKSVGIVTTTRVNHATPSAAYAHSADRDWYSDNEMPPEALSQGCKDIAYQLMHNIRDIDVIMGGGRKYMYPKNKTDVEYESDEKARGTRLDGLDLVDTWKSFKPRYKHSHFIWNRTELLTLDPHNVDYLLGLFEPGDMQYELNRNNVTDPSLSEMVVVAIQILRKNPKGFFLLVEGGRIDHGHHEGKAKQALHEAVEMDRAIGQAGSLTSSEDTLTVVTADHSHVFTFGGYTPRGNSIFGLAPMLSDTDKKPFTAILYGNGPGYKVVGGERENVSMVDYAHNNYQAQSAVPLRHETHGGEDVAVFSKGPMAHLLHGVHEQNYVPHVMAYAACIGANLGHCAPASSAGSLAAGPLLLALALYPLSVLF
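Assay system: human TNAP; Input: enzyme diluted 1/800 final; Reagent: CDP-star luminogenic substrate at 100 µM final; Timing: 30 min, room temperature; Signal: luminescence; Evaluation: TNAP activation factor scaled between EDTA and DMSO control wells.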
bIAP inhibitor: blocks bovine intestinal alkaline phosphatase activity; purified bovine IAP, CDP-star luminescence, 30 min; inhibition, % at 20 µM; 190,000 tested, under 10 active; AID 1019;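 active means over 50% inhibition of intestinal alkaline phosphatase at 20 µM in the single-dose screen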
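Assay system: bovine IAP enzyme; medium: DEA buffer 100 mM, pH 9.8, with MgCl2 1.0 mM, ZnCl2 0.02 mM; doses: 20 µM single dose; incubation: enzyme reaction for 30 min at room temperature; detection: CDP-star luminescence signal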
PPARg SRC1 recr: PPARgamma-driven SRC-1 recruitment agonism. P37231. PPARgamma-SRC-1 coactivator recruitment biochemical assay. activation, % at 8 µM. hit rate 0.41% among 200,000; in the data active means activation above about 19%;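 further: 0% = DMSO and 100% = reference agonist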
ROMK primary: modulates human ROMK potassium channel activity; P48048; Tet-inducible ROMK, thallium flux fluorescence; actives lie on both sides; B-score at 10 µM; hit rate 2% among 130,000; AID 1918;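 active means signal ratio slope over the read window, or its plate-corrected B-score, at least 3 SD from the plate mean, either direction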;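 further: B-score of the F/F0 ratio slope over 7 to 12 s after thallium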
Target sequence (P48048 whole entry, looked up): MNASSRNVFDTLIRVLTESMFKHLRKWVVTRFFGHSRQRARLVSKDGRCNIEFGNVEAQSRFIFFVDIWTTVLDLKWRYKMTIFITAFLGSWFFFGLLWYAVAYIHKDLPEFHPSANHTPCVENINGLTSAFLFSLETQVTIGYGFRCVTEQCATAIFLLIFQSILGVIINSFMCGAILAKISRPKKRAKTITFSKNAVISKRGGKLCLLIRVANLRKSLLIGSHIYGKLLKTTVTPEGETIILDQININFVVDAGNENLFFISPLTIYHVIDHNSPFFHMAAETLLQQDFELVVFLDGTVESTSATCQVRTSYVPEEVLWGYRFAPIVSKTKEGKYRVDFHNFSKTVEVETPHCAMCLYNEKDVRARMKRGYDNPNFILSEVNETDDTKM
TR-FRET SRC-2 ct: flags TR-FRET format artefacts in PPARgamma SRC-2 recruitment agonist screen | TR-FRET ratio at 8 µM | TR-FRET artefact counter-screen; active compounds read high | hit rate 0.4% among 200,000; in the data active means TR-FRET ratio above about 2000; further: inactives centre near 1500
STAT3 act: increases IL-6 driven STAT3 reporter signal; hit rate 0.91% among 190,000; U3A cells, IL-6 STAT3-luciferase reporter, luminescence; 100% = signal with IL-6 EC80 alone; activation (% of control), % at 5.6 µM;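 active means activation above the screen-wide mean of compound activation plus 3 SD, cut at about 130% in these data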;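 further: 0% = background luminescence of wells with medium and substrate only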
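Test system: STAT3-luciferase reporter U3A cells; Detection: reporter luminescence signal; Times: 1 h compound pre-exposure, 6 h IL-6 stimulation, 37 °C; Benchmarks: IL-6-only high control; Also added: IL-6 stimulus at 33 ng/mL final.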
The depositor's hits bear a star; . = not tested or not shown.

SMILES	STAT1 blocker	STAT3 inh	bIAP activator	PPARg SRC-3 ag	PPARg SRC-2 ag	TNAP act hiacc	bIAP inhibitor	PPARg SRC1 recr	ROMK primary	TR-FRET SRC-2 ct	STAT3 act
CCc1ccc(-c2nc(CSCC(=O)NCc3ccco3)c(C)o2)cc1	83*	28	1	-1	-4	1	-1	-9	-0.77	1476	84
S=C1NCCOCCOCCOCCN1	0	1	0.9	-10	1	1	6	-1	.	1330	100
COc1ccc(-c2nc(Cn3c(SCc4ccccc4F)nc4ccncc43)c(C)o2)cc1	-8	13	1	9	10	1	-1	10	.	1652	97
CC(=O)N1CCc2c(sc(NC(=O)CN3C(=O)CCC3=O)c2C(N)=O)C1	4	7	0.9	3	3	1	10	6	.	1544	94
O=C(N/N=C/c1sc(N2CCOCC2)nc1-c1ccccc1)c1cccc(S(=O)(=O)N2CCCC2)c1	10	21	1	5	6	1	-1	9	0.32	1636	84
Cc1ccc(S(=O)(=O)NN=C2C3CC4CC(C3)CC2C4)cc1[N+](=O)[O-]	-4	2	0.7	7	2	1	33	4	.	1587	103
CC1N=C(N)C(c2nc3ccccc3n2C)=C1O (centres undefined)	2	1	1	2	3	1	-4	4	0.47	1485	104
Cc1cc2nc(CSc3ccc(Cl)cc3)cc(=O)n2[nH]1	-1	10	0.9	9	7	1	15	3	0.067	1609	99
Cc1cccc(C)c1NC(=O)COC(=O)c1cc(-c2cccnc2)nc2ccccc12	-5	-6	0.8	-2	-1	1	24	-9	.	1557	104
COc1ccc(OC)c(NC(=O)C2C(C(=O)O)C3(Cl)C(Cl)=C(Cl)C2(Cl)C3(Cl)Cl)c1 (centres undefined)	3	2	1.1	4	8	1	-6	8	-1	1639	100
CCc1nnc(NC(=O)CSc2nnc(-c3ccc(S(=O)(=O)N4CCCC4)cc3)n2CC)s1	12	9	0.9	5	3	1	9	-4	-0.18	1741	94
O=S(=O)(c1ccc(NC(=S)NCc2ccco2)cc1)N1CCCC1	13	2	1	4	9	1	4	14	-1.8	1608	100
COC(=O)Nc1ccc(S(=O)(=O)NCCO)cc1	-3	-8	0.9	-7	-2	1	8	0	0.69	1385	105
Cc1cc(C)n(CC2CC(=O)N(c3ccc(Cl)c(Cl)c3)C2=O)n1 (centres undefined)	4	8	1.1	-1	6	1.1	-13	-2	-0.81	1597	98
Cc1ccccc1NC(=O)/C(=C/c1ccccc1)c1ccccc1	-7	14	0.7	-2	-7	1	31	-4	.	1594	98
Cc1cc(C)nc(-n2nc(C)cc2NC(=O)CN2CCc3ccccc3C2)n1	8	-4	1	-4	-2	1	2	-3	.	1463	105
Cc1ccc(N2CC(C(=O)Nc3nccs3)CC2=O)cc1 (centres undefined)	0	15	0.9	2	5	1	10	6	.	1664	91
CCOc1ccc(/C(O)=C2/C(=O)C(=O)N(c3ncccn3)C2c2ccccc2)cc1 (centres undefined)	-11	6	1	-1	1	1.1	2	0	0.31	1619	98
CCCN1C(=O)/C(=N\OCC(=O)NCC(F)(F)F)c2ccccc21	-19	1	1.4	5	1	0.9	-40	0	.	1607	102
Cc1onc(-c2ccccc2)c1C(=O)Nc1cccnc1	4	-4	1	5	3	1.1	-1	2	0.055	1364	105
Cc1cc2nc(-c3ccc(SCC(=O)Nc4ccc5c(c4)OCCO5)nc3)[nH]c2cc1C	0	10	1	1	3	1	4	1	.	2267*	101
CCOC(=O)c1ccc2c(c1)nc(SC/C(O)=C(\C#N)c1nc3ccccc3[nH]1)n2CC	9	-16	0.9	0	8	1.1	8	13	.	1552	120
COc1ccc(C2SCC(C(=O)O)N2C(C)=O)cc1 (centres undefined)	10	7	0.9	5	3	1	7	7	-0.046	1709	93
COc1ccc(N(C(=O)c2cccc(OC)c2OC)C2C=CS(=O)(=O)C2)cc1 (centres undefined)	-5	8	1	8	-5	1.1	-2	-4	0.37	1478	99
C#CCOCCOCCOCCNc1nc(N2CCN(C(=O)[C@H](Cc3ccc(O)cc3)n3cc([C@@H](N)CC(C)C)nn3)CC2)nc(N2CCN(C(=O)[C@H](Cc3cc4ccccc4[nH]3)n3cc([C@@H](N)CC(C)C)nn3)CC2)n1	3	.	1.5	0	7	1.1	-48	-1	.	1456	.

Continued, starting with the last 2 of the part before.
SMILES	STAT1 blocker	STAT3 inh	bIAP activator	PPARg SRC-3 ag	PPARg SRC-2 ag	TNAP act hiacc	bIAP inhibitor	PPARg SRC1 recr	ROMK primary	TR-FRET SRC-2 ct	STAT3 act
COc1ccc(N(C(=O)c2cccc(OC)c2OC)C2C=CS(=O)(=O)C2)cc1 (centres undefined)	-5	8	1	8	-5	1.1	-2	-4	0.37	1478	99
C#CCOCCOCCOCCNc1nc(N2CCN(C(=O)[C@H](Cc3ccc(O)cc3)n3cc([C@@H](N)CC(C)C)nn3)CC2)nc(N2CCN(C(=O)[C@H](Cc3cc4ccccc4[nH]3)n3cc([C@@H](N)CC(C)C)nn3)CC2)n1	3	.	1.5	0	7	1.1	-48	-1	.	1456	.
CSc1cc(-c2ccccc2)n(Cc2c(Cl)cccc2Cl)c(=O)c1C#N	1	2	0.6	5	7	1	40	7	0.078	1577	104
COc1ccc(OC)c(NC(=O)c2cc3c(=O)n4ccccc4nc3n2C)c1	-6	15	0.8	-1	-2	1	19	-2	-0.15	1558	92
O=C(Cc1ccccc1)c1nc2ccccc2s1	-9	-36	0.7	7	10	1	28	4	-0.68	1564	143*
O=C(NCCCl)Nc1ccc(Cl)c([N+](=O)[O-])c1	3	25	1	1	6	1	1	-1	-0.38	1571	80
O=[N+]([O-])c1cc(C(F)(F)F)ccc1NN=C1CCCC1	-12	8	1	1	-3	1	4	3	.	1565	96
Cc1ccc(-c2cc(C(F)F)nc(N3CCC(C)CC3)n2)cc1	-1	-7	0.8	-13	-7	1	16	1	.	1364	110
CCCS(=O)(=O)NCc1cn2cccc(C)c2n1	-1	5	0.8	7	-3	1	16	-3	1.1	1437	99
C=C(C)CSc1nc2nc(C)c(Br)cc2[nH]1	-8	14	1.1	5	10	1	-6	1	0.85	1419	93
O=C(CSc1nnc(COc2ccc3c(c2)CCCC3)o1)Nc1ccc(F)cc1	1	2	0.4	6	-4	1	.	2	.	1536	103
COC(=O)c1ccc2nc(C)cc(Nc3ccc(N(C)C)cc3)c2c1	-2	1	0.9	1	11	1	8	-2	0.31	1559	99
CCOC(=O)c1c(/N=C/c2ccccc2O)sc2c1CCC2	-10	1	0.8	2	-3	1	18	-4	.	1376	96
N=C(N)N=Nc1c(O)[nH]c2ccc(Br)cc12	-16	22	1	1	6	1	-2	17	-0.017	1676	88
COc1ccc(C(=O)C2CCCCC2=O)cc1 (centres undefined)	-5	0	1	0	6	1	5	0	0.029	1522	102
CCN(CC)S(=O)(=O)c1cccc(C(=O)Nc2ccccc2)c1	-10	4	0.8	8	3	1.1	21	6	-0.31	1645	99
Cc1sc2ncnc(N3CCN(CCOc4ccc(Cl)cc4)CC3)c2c1C	22	76*	1	5	2	1	-2	1	-0.6	1447	37
Cc1onc(-c2ccccc2Cl)c1C(=O)Oc1cc(N)n(S(=O)(=O)c2ccc(F)cc2)n1	17	5	0.9	-8	-6	1	11	-4	.	1368	100
O=C(OCC(=O)N1CCc2ccccc21)c1cccnc1Cl	-31	-5	0.9	7	-7	1	7	0	.	1464	107
O=C1CN(C(=O)c2ccc(Br)o2)C(c2ccccc2)c2cc(Br)ccc2N1 (centres undefined)	1	-47	1.1	13	16	1	-10	12	.	1743	142*
Cc1ccc(NC(=O)c2ccc(CSc3nnc(-c4ccncc4)n3C)cc2)c(C)c1	-7	-16	1	-3	-3	1.1	-2	-7	.	1368	114
CCOC(=O)c1c(NC(=S)Nc2cccc(C)c2)sc2c1CC(C)(C)SC2	8	2	1	9	11	1	-2	6	.	1691	97
O=C(CCN=C1NS(=O)(=O)c2ccccc21)N1CCc2ccccc2C1	-1	-6	1	4	-4	1	0	0	-0.53	1440	107
Cc1ccc(-c2ccc(=O)n(CC(=O)NCCN3CCCCC3C)n2)cc1 (centres undefined)	5	3	1.1	-2	9	1	-6	6	.	1479	101
C#CCNC(=O)C1=C[C@H](c2ccc(Br)cc2)C[C@H](OCCCCO)O1	2	.	1	-4	-3	1	2	-7	.	1501	.
COc1ccccc1OCCNC(=O)Cc1ccc(Cl)c(Cl)c1	-1	6	0.9	-2	2	1	10	2	-0.044	1339	102
CN1C(=O)/C(=C/c2ccc(O)c([N+](=O)[O-])c2)N(C)C1=S	-4	3	0.7	0	-4	0.7	30	6	-0.0035	1635	103
CC(=O)Oc1ccc(C(=O)[C@H]2[C@H]3C(=O)N(c4ccccc4)C(=O)[C@H]3[C@@H]3C=CC=NN32)cc1	-2	-18	0.4	2	1	1	.	-4	0.46	1546	115
CS(=O)(=O)N(Cc1ccc(Cl)cc1)c1ccc(C(=O)N2CCN(c3ccccc3)CC2)cc1	-4	0	1.1	10	-9	1	-6	0	0.1	1510	100
Cc1ccccc1C(=O)N1CCC(C(=O)Nc2nccs2)CC1	9	12	1.1	2	13	1	-9	2	0.66	1701	92
CCCCCCC(C)NC(=S)Nc1cc(S(=O)(=O)N(C)C)ccc1C (centres undefined)	1	-3	1.2	1	6	1.1	-21	7	-0.097	1559	104
CCCOc1ccc(NC(=O)C2CC(=O)N(C)C(=Nc3cccc(OC)c3)S2)cc1 (centres undefined)	1	-6	1.1	8	2	1	-7	-11	0.23	1225	109
O=c1[nH]c(CCl)nc2cc(-c3ccc(Cl)cc3)sc12	32	51*	1	2	0	1	-3	0	1.2	1503	60
CCOC(=O)c1cccc(NC(=O)CN(C)S(=O)(=O)c2cnc[nH]2)c1	-5	-1	0.9	6	2	1.1	5	0	.	1415	102
Nn1c(SCc2ccc(Br)cc2)nnc1-c1ccccn1	-3	19	1	4	6	1	1	-6	0.024	1456	88
O=C(NCC(=O)N(c1cccc(F)c1)C(C(=O)NC1CCCC1)c1cccnc1)c1cccs1 (centres undefined)	-5	13	1.2	4	9	1	-18	5	0.081	1600	95
COc1ccc(NC(=O)c2oc3ccccc3c2NC(=O)C(C)(C)C)cc1	0	29	0.9	0	4	1	6	8	.	1578	78
CC(COC(=O)c1ccccc1)(COC(=O)c1ccccc1)/[N+]([O-])=C/c1ccccc1	2	29	1.2	1	4	1	-20	2	-0.95	1597	78
CCc1ccc(/C=C/C(=O)c2c(C)cc(C)[nH]c2=O)cc1	16	5	0.9	17	3	1.1	6	1	.	1543	104
Cc1ccccc1-n1nc(C(=O)O)cc1-c1ccccc1	7	6	1	-8	-3	1	3	5	-0.025	1380	100
